FBW7 activator = activators of human E3 ligase FBW7. Q969H0. AlphaScreen FBW7–phospho-cyclin E peptide binding, activator screen. normalized activity (activation), % at 26.1 µM. 650,000 tested, 0.13% active. AID 1259310; in the data active = normalized activity above about 1.9%;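 also: purified mutant Fbw7 with reduced substrate affinity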
Target sequence (Q969H0 whole entry, looked up): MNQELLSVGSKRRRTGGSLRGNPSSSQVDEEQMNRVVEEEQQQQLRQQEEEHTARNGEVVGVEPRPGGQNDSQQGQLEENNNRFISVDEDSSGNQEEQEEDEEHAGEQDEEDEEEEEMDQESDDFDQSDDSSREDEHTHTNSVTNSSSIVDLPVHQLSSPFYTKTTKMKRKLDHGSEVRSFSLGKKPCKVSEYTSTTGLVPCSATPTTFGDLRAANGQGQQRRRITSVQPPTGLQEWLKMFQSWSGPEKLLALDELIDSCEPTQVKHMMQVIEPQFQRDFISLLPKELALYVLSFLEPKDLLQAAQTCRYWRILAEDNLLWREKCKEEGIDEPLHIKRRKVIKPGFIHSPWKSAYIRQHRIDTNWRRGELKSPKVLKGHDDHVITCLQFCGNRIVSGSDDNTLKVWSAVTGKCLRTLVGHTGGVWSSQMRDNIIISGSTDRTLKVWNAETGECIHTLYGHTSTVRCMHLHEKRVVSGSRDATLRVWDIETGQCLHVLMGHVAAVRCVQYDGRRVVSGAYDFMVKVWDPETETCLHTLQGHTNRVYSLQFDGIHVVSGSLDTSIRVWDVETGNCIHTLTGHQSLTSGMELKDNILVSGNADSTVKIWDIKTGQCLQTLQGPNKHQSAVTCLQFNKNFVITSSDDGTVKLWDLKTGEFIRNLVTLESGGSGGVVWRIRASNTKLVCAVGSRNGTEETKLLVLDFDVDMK
MITF inh = blocks human microphthalmia-associated transcription factor. O75030. AlphaScreen MITF homodimerization, bead proximity signal. inhibition, % at 2.6 µM. 650,000 tested, 0.91% active. AID 1259374; in the data active = inhibition above about 50%;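 also: 0% = vehicle wells with protein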
TEAD-YAP inh = TEAD-YAP interaction inhibition; HEK-TIYL cells, TEAD-Gal4/YAP UAS-luciferase luminescence; 640,000 tested, 1.4% active; AID 1259422; inhibition, % at 9.12 µM; in the data active = inhibition above about 32%;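 also: 0% = median of test compound wells and 100% = reference inhibitor wells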
GPR151 activ = human GPR151 activation | Q8TDV0 | PathHunter beta-arrestin GPR151 cells, luminescence | activation, % at 11.2 µM | 650,000 tested, 1% active; in the data active = activation above about 4.9%;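 also: 0% = median of compound wells and 100% = cells with positive control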
* hit, by the source's call. No enrichment for hits; about 3.4% have a hit in one of these screens.

no.	smiles	FBW7 activator	MITF inh
1	CC1(C)CC2CC(C)(CN2C(=O)c2cc(-c3ccccc3O)on2)C1 (centres undefined)	0.1	9
2	O=C(CS(=O)(=O)c1ccccc1)Nc1ccccn1	0.5	10
3	O=c1[nH]c2ccc(Cl)cc2c(-c2ccccc2)c1CNS(=O)(=O)c1ccccc1	-0.1	0
4	COc1ccc(C2=NN(CC(=O)NCCCN(C)Cc3ccccc3)C(=O)CC2)cc1	0.2	-4
5	COc1c([N+](=O)[O-])cc(C(=O)NNC(=O)c2ccc(C)cc2)cc1[N+](=O)[O-]	0.7	3
6	O=c1/c(=C\c2ccc(Sc3ccccc3)o2)sc2nc3ccccc3n12	0.1	17
7	Cc1cccc(NC(=O)Cn2c(=O)n(C(C)C)c(=O)c3oc4ccccc4c32)c1	-0.2	5
8	Cc1ccc(C(=O)N/C(=C/c2ccccc2)C(=O)O)cc1	0.2	0
9	COc1ccc(N2C(=O)c3ccccc3NC2c2ccc(OC)c(CSc3ccccn3)c2)cc1 (centres undefined)	0.1	10
10	CCOc1ccccc1C1C(C(=O)OC)=C(C)Nc2nc(-c3ccccc3)nn21 (centres undefined)	0.4	2

no.	TEAD-YAP inh	GPR151 activ
1	-6	3.0
2	9	-0.6
3	-7	-0.1
4	3	2.2
5	-3	1.0
6	3	2.6
7	7	2.1
8	0	1.5
9	-41	-0.5
10	11	-0.7

Next part:
no.	smiles	FBW7 activator	MITF inh
11	COc1ccc(Br)cc1C(=O)Nc1ccc2oc(-c3ccncc3)nc2c1	-0.2	44
12	C=CCN(CC=C)C(=O)CSc1nnc(N)s1	0.0	8
13	NC(=O)Cc1cn(-c2ccc(N3CCN(c4ccccn4)CC3)nn2)c2ccccc12	0.0	8
14	Fc1ccccc1N1CCN(CCCNc2ccc3nncn3n2)CC1	0.3	18
15	CSCCC(NC(=O)c1cccc(S(=O)(=O)N2CCOCC2)c1)C(=O)O (centres undefined)	0.2	-1
16	O=c1oc2ccccc2cc1-c1nc(-c2cccs2)cs1	0.4	2
17	Cc1ccccc1C(=O)Nc1cccc(NC(=O)c2cc3ccccc3o2)c1	-0.2	-1
18	O=C(CCc1ccco1)N1CCCCC1c1nc2ccccc2[nH]1 (centres undefined)	0.2	26
19	CN(C)c1ccc(C(=O)OCC(=O)Nc2ccc(C#N)cc2)cc1	0.0	6
20	Cc1c(Cc2ccc3c(c2)OCO3)sc(NC(=O)CCc2ccccc2)c1C(N)=O	-0.2	-12

no.	TEAD-YAP inh	GPR151 activ
11	18	-0.4
12	11	2.0
13	-13	1.6
14	-2	0.9
15	3	-0.3
16	7	1.3
17	-12	-0.6
18	-13	-1.4
19	-3	0.6
20	56*	2.2

New compounds follow
no.	smiles	FBW7 activator	MITF inh
21	CN(C)c1ccc(/C=C2\C(=O)NC(=O)N(Cc3ccccc3)C2=O)cc1Br	0.1	-20
22	CNS(=O)(=O)c1cccc(C(=O)OCC(=O)c2c[nH]c3ccccc23)c1	-0.2	2
23	COc1ccc(-n2ncc3c(NCC(OC)OC)ncnc32)cc1	0.1	10
24	CC1=C(C(=O)N2CCCCC2)C2(CCCCC2)OC1=O	-0.1	7
25	CN1CCNC(=O)C1CC(=O)NCCN1CCCc2ccccc21 (centres undefined)	0.1	10
26	Nc1cccc(C(=O)NCCNC(=O)c2cccc(N)c2)c1	0.1	-18
27	Cc1cccc(C(C)C)c1NC(=O)c1ccccc1NS(C)(=O)=O	0.1	5
28	COCCN(C(=O)CC1C(=O)NCCN1Cc1ccc(-c2ccccc2)cc1)C(C)C (centres undefined)	0.0	1
29	CC(=O)c1ccc(N2CCN(C(=O)CCc3nc4ccccc4s3)CC2)cc1	0.2	4
30	CCOC(=O)c1sc(=NC(=O)c2cc3c(ccc4ccccc43)oc2=O)n(C)c1C	0.1	4

no.	TEAD-YAP inh	GPR151 activ
21	2	1.5
22	2	0.3
23	-70	-1.6
24	3	0.6
25	0	2.7
26	3	0.1
27	-2	-1.0
28	0	0.4
29	-2	-0.6
30	-7	1.9

(next part)
no.	smiles	FBW7 activator	MITF inh
31	Cc1cccc(Nc2nc(-c3c(C)nc4ncccn34)cs2)c1	-0.1	12
32	CC(=O)c1cccc(Nc2nnc(Cc3ccncc3)c3ccccc23)c1	0.1	5
33	COc1ccc(C(=O)N(C)C2CCS(=O)(=O)C2)cc1 (centres undefined)	0.0	-7
34	O=C(NC(Cc1ccccc1)C(=O)O)/C(=C/c1ccco1)NC(=O)c1ccc(Br)o1 (centres undefined)	0.0	6
35	CC(C)(C)c1ccc(C(=O)OCC(=O)Nc2sc3c(c2C(N)=O)CCC3)cc1	0.3	3
36	CCc1cc(=O)oc2c(C)c(OCC(N)=O)ccc12	-0.1	-1
37	CCOCCCNC(=O)c1ccc2c(c1)N(Cc1ccc(F)cc1)C(=O)CS2	-0.1	-13
38	COc1cc(CNc2nccn3c(-c4cnn(C)c4)cnc23)cc(OC)c1OC	-0.1	3
39	CCOC(=O)c1c(NC(=O)C(C)Sc2nnc(CNC(=O)c3ccco3)n2-c2cccc(Cl)c2)sc2c1CCCCC2 (centres undefined)	1.0	0
40	CC(=O)c1ccc(NC(=O)CSc2cn(CC(=O)N3CCCC3)c3ccccc23)cc1	0.0	-9

no.	TEAD-YAP inh	GPR151 activ
31	-5	1.1
32	-3	-0.1
33	0	0.6
34	8	1.3
35	-1	0.8
36	-8	0.8
37	2	0.0
38	2	-1.5
39	1	3.3
40	13	-0.7

One compound at a time, as listed above:
`O=C(NC(Cc1ccccc1)C(=O)O)/C(=C/c1ccco1)NC(=O)c1ccc(Br)o1` (centres undefined) is entered as FBW7 activator = 0.0; MITF inh = 6; TEAD-YAP inh = 8; GPR151 activ = 1.3
`COc1ccc(N2C(=O)c3ccccc3NC2c2ccc(OC)c(CSc3ccccn3)c2)cc1` (centres undefined) is entered as FBW7 activator = 0.1; MITF inh = 10; TEAD-YAP inh = -41; GPR151 activ = -0.5

(list continues)
no.	smiles	FBW7 activator	MITF inh
41	O=C(Nn1cnnc1)c1ccccc1F	0.5	1
42	COc1ccc(OC)c(NC(=O)c2sc3nc(-c4cccc([N+](=O)[O-])c4)cn3c2C)c1	0.0	11
43	CCN1CCN(CC(O)COc2ccc(Cl)c(C)c2)CC1 (centres undefined)	-0.1	-7
44	c1ccc(CCNc2nc(N3CCOCC3)nc3ccccc23)cc1	0.2	12
45	CC(C)(C)C(=O)NC1CCN(S(=O)(=O)c2ccc(C(F)(F)F)cc2)CC1	1.1	25
46	Cn1c(=O)c2c(ncn2Cc2cccc(Br)c2)n(C)c1=O	-0.1	-1
47	O=C(Cc1ccccc1)NNC(=O)C1CCCC1	0.0	-7
48	C(c1ccc(N2CCOCC2)o1)=[N+]1CCOCC1	0.1	20
49	COc1ccc(C2C3=C(CCCC3=O)Nc3ccccc3N2C(=O)c2ccccc2)cc1 (centres undefined)	0.4	18
50	COc1ccc(C(=O)Nc2ccc3c(c2)oc2ccccc23)cc1Cl	-0.1	-2

no.	TEAD-YAP inh	GPR151 activ
41	1	-1.1
42	-8	-1.1
43	-8	-0.2
44	0	-0.5
45	-10	-1.1
46	21	0.5
47	-4	0.1
48	4	3.5
49	2	2.2
50	-7	0.5

Remaining list, next part:
no.	smiles	FBW7 activator	MITF inh
51	CN(CCN1CCOCC1)Cc1c(C(=O)N2CCCCCCC2)nc2sccn12	0.0	14
52	COc1cc(C(=O)Nc2ccc(O)c(-c3nc4ccc(C)cc4o3)c2)cc(OC)c1OC	0.9	1
53	CCCCC(=O)Nc1ccc(C(=O)N2CCC(C(=O)OCC)CC2)cc1	-0.1	-8
54	CC(=O)N1c2ccccc2C(=O)C1NC(N)=S (centres undefined)	0.1	-4
55	CN(C)CCCOc1ccccc1[N+](=O)[O-]	-0.3	36
56	CCOC(=O)c1c(NC(=O)CSc2nnc(CNC(=O)c3ccc([N+](=O)[O-])cc3)n2-c2cccc(Cl)c2)sc2c1CCC2	0.2	17
57	COc1ccccc1NC(=O)CSc1nc2ccccc2c(=O)n1CCC(=O)N1CCCCC1	-0.1	1
58	Cc1cc(C(C)(C)C)cc(S(=O)(=O)Nc2ccc3c(c2)C(=O)NC3=O)c1C	0.2	-13
59	COc1ccc(C(=O)Nc2cc(C)nc3c(C)cc(C)cc23)cc1OC	-0.3	-3
60	O=C(NC1CCCCCC1)C1CC1	-0.1	11

no.	TEAD-YAP inh	GPR151 activ
51	5	-0.2
52	3	0.8
53	-10	0.5
54	6	-0.3
55	5	1.5
56	0	-0.1
57	9	0.8
58	-11	6.2*
59	-5	0.1
60	-1	2.3

Reprinted from the part before: 5 entries, then new ones.
no.	smiles	FBW7 activator	MITF inh
56	CCOC(=O)c1c(NC(=O)CSc2nnc(CNC(=O)c3ccc([N+](=O)[O-])cc3)n2-c2cccc(Cl)c2)sc2c1CCC2	0.2	17
57	COc1ccccc1NC(=O)CSc1nc2ccccc2c(=O)n1CCC(=O)N1CCCCC1	-0.1	1
58	Cc1cc(C(C)(C)C)cc(S(=O)(=O)Nc2ccc3c(c2)C(=O)NC3=O)c1C	0.2	-13
59	COc1ccc(C(=O)Nc2cc(C)nc3c(C)cc(C)cc23)cc1OC	-0.3	-3
60	O=C(NC1CCCCCC1)C1CC1	-0.1	11
61	O=C(c1cnc2scc(-c3ccccc3)n2c1=O)N1CCC(O)C1 (centres undefined)	0.1	-5
62	O=C(NC1CC1)[C@H]1C=CCN1S(=O)(=O)c1cccc(F)c1	0.1	-7
63	COc1ccc(C(=O)Nc2cc(Cl)cc(Cl)c2)c(OC)c1	0.1	37
64	COc1ccc(OC)c(C2C(C(=O)Nc3ccccc3)=C(C)Nc3ncnn32)c1 (centres undefined)	-0.1	-10
65	CCCCSc1nnc2c(n1)OC(c1cc(Cl)cc(OC)c1OC(C)=O)N(C(C)=O)c1ccccc1-2 (centres undefined)	0.0	5
66	Cc1ccc(NC(=O)c2cc3nc(-c4cccs4)cc(C(F)(F)F)n3n2)cc1C	-0.3	8
67	COc1ccc(C(=O)/C=c2\[nH]c(=O)/c(=C\c3ccsc3)s2)cc1	0.0	-6
68	Cc1[nH]c2ccccc2c1C(Nc1ccccn1)c1ccccn1 (centres undefined)	0.0	35
69	CCC(C)NC(=O)c1ccc2c(c1)N(C)C(=O)/C(=C/c1cccc(OC)c1)S2 (centres undefined)	0.6	10
70	O=C1CCC(=O)N1c1c(F)c(F)nc(N2CCOCC2)c1F	-0.1	-7

no.	TEAD-YAP inh	GPR151 activ
56	0	-0.1
57	9	0.8
58	-11	6.2*
59	-5	0.1
60	-1	2.3
61	11	2.5
62	-17	-0.1
63	-23	-2.4
64	-18	1.7
65	-2	3.3
66	-14	0.3
67	-14	0.0
68	-2	4.0
69	2	-0.1
70	-1	0.6

Additional records
no.	smiles	FBW7 activator	MITF inh
71	O=C1NCCN(CCc2ccccc2)C1CC(=O)N1CCN(C(=O)c2ccco2)CC1 (centres undefined)	0.3	-11
72	CCOC(=O)N1CCC(N(CCN(C)C)C(=S)Nc2ccc(F)c(Cl)c2)CC1	-0.1	-6
73	COc1cccc(C2C(C(C)=O)=C(O)C(=O)N2c2ccc(OCC(=O)O)cc2)c1 (centres undefined)	0.0	8
74	C(=N\n1cnnc1)/c1cc2ccccc2[nH]1	-0.1	4
75	Cn1c2ccc(Br)cc2c2nnc(SCC(=O)Nc3nc4ccccc4s3)nc21	0.7	9
76	Cc1cccc(NC(=O)CN2C(=O)N/C(=C/c3ccccc3)C2=O)c1	0.7	4
77	Cc1cnc(N2CCN(c3ccccn3)CC2)nc1NCCN(C(C)C)C(C)C	0.0	-16
78	CN(c1nc2ccccc2nc1Cl)S(=O)(=O)c1ccccc1	0.0	-1
79	CC(=O)c1ccc(S(=O)(=O)N2CCC(Nc3nc(C)cc(=O)[nH]3)CC2)cc1	0.0	0
80	CCN(CC)C(=O)Oc1ccccc1NC(C)=O	-0.1	-6

no.	TEAD-YAP inh	GPR151 activ
71	-4	1.7
72	-2	1.9
73	3	-0.3
74	0	-1.0
75	0	0.7
76	0	-0.6
77	-1	-0.2
78	-16	0.5
79	6	1.2
80	-2	1.0

From PubChem
